# G9a inh: inhibitors of human histone lysine methyltransferase G9a; Q96KQ7; G9a H3K9 monomethylation, AlphaScreen, 2 h; Potency, µM (doses to about 102 µM), for inactives: top-dose activity, negative = inhibition, most hits filed as inhibitors; 8.8% of 350,000 active; AID 504332; note: potency is the fitted concentration of half-maximal effect; % is set by controls: 0 for no effect and ±100 for the full control effect; nearly all actives have a fitted effect of over 75% in size
# Target sequence (Q96KQ7 913-1193 limits assumed): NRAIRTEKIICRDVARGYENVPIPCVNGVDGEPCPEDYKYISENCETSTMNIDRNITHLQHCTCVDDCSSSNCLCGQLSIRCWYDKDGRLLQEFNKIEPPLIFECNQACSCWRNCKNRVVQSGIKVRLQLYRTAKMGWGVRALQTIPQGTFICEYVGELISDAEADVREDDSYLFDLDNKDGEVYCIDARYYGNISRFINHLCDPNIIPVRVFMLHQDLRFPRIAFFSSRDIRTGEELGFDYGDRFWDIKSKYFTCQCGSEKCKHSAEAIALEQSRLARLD
#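 Methyltransferase reactions run at room temperature for 2 h (20 nM enzyme, 500 nM biotin-H3K9 peptide, 20 uM SAM) after a 15 min compound preincubation; product detected by AlphaScreen beads and anti-H3K9me1 antibody.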
# PI4K2A inh: inhibitors of human PI4K2A. Q9BTU6. activity change, negative = inhibition, % at 76.9 µM. 0.13% of 420,000 active. purified PI4K2A, ADP-Glo luminescence, 1 h; active compounds read low; in the data active = activity change below about -50%; inconclusive = mostly about -30% to -49%;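 note: -100% = wells without enzyme as full effect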
#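 Compounds are screened against recombinant PI4K2A using PI as substrate and ATP, the latter dispensed at 300 microM. Reactions run one hour at ambient temperature before ADP-Glo detection; full inhibition defined by wells lacking enzyme.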
# RGS4 inh: human RGS4 inhibition; Potency, µM (doses to about 114 µM), for inactives: at the top dose activity change, negative = inhibition, hits mostly inhibitors; Transcreener GDP fluorescence polarization, RGS4-accelerated GTP hydrolysis; 0.039% of 390,000 active; P49798; note: potency is the fitted concentration of half-maximal effect; % is set by controls: 0 for no effect and ±100 for the full control effect; nearly all actives have a fitted effect of over 75% in size; some results filed as inactive show a strong effect at the top dose
#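 MLSMR compounds (23 nl, pin-transferred) preincubated 10 min at room temperature with a 500nM (2x) first reagent, then RGS4 at 900nM (2x) plus Transcreener GDP mix added; fluorescence polarization (620/688 nm) read before and after 90 min at 30 °C.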
# BAZ2B inh: blocks human BAZ2B. Q9UIF8. Potency, µM (top dose mostly 114 µM), inactives show top-dose activity change, negative = inhibition, actives largely listed as inhibitors. AlphaScreen BAZ2B-H3K14Ac peptide displacement. AID 504333. 4.4% of 360,000 active; note: potency is the fitted concentration of half-maximal effect; % is set by controls: 0 for no effect and ±100 for the full control effect; nearly all actives have a fitted effect of over 60% in size
#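 BAZ2B (50 nM) with biotin-H3(5-23)K14Ac peptide (50 nM) in PBS pH 7.4, 0.01% Tween-20, preformed 30 min, then compound 30 min at room temperature; top concentration 110uM. AlphaScreen streptavidin donor/nickel chelate acceptor beads (10 ug/mL final), 20 min dark, signal read.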
# ERG-DNA inh: inhibitors of human ERG Ets domain-DNA interaction. P11308. fluorescence polarization, His-ERG Ets domain / labelled DNA. Potency, µM (highest dose often 76.9 µM), for the others: top-dose FP activity, negative = inhibition, actives largely listed as inhibitors. 0.028% of 370,000 active. AID 624246; active = well fitted inhibition curve with a large enough effect in the polarisation, with a control signal flat; inconclusive = small, poorly fitted or top-dose-only effect, or effect the other way, or a change in a side signal; inactive = no such curve, though single readings can be large or run the other way; the % refers to the polarisation;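 note: polarization taken with two DNA probes labelled with fluorescein and Texas red; potency is the fitted concentration of half-maximal effect; % of control where 0% means no effect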
# Target sequence (P11308 whole entry, looked up, the tested form may be a part): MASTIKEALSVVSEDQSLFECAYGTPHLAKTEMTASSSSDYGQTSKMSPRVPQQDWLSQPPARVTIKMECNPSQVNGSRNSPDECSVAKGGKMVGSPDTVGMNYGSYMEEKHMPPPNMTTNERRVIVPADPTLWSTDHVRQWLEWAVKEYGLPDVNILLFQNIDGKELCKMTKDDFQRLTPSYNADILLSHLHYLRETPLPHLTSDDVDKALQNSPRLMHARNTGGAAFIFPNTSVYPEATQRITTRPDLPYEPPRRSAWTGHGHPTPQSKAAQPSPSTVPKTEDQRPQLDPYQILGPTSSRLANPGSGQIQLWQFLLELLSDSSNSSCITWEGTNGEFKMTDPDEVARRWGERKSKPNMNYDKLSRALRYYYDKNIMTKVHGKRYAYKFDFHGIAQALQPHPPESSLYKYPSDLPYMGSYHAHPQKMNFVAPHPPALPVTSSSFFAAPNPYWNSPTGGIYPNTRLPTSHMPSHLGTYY
#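 His-tagged ERG Ets domain (1 uM in the protein solution; 300mM KCl, 50mM Tris-HCl, 1mM EDTA, 1mM DTT, pH 7.5) received compound, then a probe mix of 5 nM fluorescein-DNA and 100nM Texas-615-DNA. Fluorescence polarization was read for both dyes.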
# JMJD2A Tudor: JMJD2A Tudor domain (human) inhibition; Potency, µM (series often up to 114 µM), for the others: at the highest dose activity change, negative = inhibition, most hits filed as inhibitors; O75164; AlphaScreen JMJD2A-Tudor / H3K4me3 peptide binding; 4.4% of 390,000 active; AID 504339; note: potency is the fitted concentration of half-maximal effect; % is set by controls: 0 for no effect and ±100 for the full control effect; nearly all actives have a fitted effect of over 50% in size
# 12-LOX inh: blocks human arachidonate 12S-lipoxygenase | Potency, µM (series often up to 108 µM), for inactives: at the top dose activity change, negative = inhibition, most hits filed as inhibitors | purified 12hLO, xylenol orange hydroperoxide absorbance | 1.1% of 580,000 active | AID 1671190; note: potency is the fitted concentration of half-maximal effect; % is set by controls: 0 for no effect and ±100 for the full control effect
#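 Purified human 12hLO (150 nM final) in 25 mM Hepes, 0.01% Triton X-100, pH 7.0 was preincubated 15 min at room temperature with compound. Then 40 uM arachidonic acid was added, 30 min. Hydroperoxide was read by Fe-XO absorbance ratio 573/405 nm.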
# HP1b chromo inh: inhibitors of HP1-beta chromodomain binding to methylated histone tails | AlphaScreen HP1-beta / biotin-H3K9me3 peptide binding | 0.56% of 390,000 active | Potency, µM (highest dose often 114 µM), without a hit: at the highest dose activity change, negative = inhibition, usual class: inhibitors | AID 540317; note: potency is the fitted concentration of half-maximal effect; nearly all actives have a fitted effect of over 70% in size; inactives centre near 23
# Target sequence (P83916 whole entry, looked up): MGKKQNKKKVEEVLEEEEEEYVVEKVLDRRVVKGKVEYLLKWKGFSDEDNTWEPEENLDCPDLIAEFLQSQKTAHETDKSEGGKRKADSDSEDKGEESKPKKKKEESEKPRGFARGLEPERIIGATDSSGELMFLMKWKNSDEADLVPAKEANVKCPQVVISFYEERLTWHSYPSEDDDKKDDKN
#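 Compound inhibition of the preformed complex between 50 nM HP1-beta and 50 nM biotinylated H3K9me3 peptide was read by AlphaScreen. Buffer was PBS pH 7.4 with 0.01% Tween-20. Incubations ran 30 min at room temperature, with 10 ug/mL donor/acceptor beads.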
# GLS inh: glutaminase GLS (human) inhibition; O94925; GLS enzymatic activity, qHTS titration; Potency, µM (highest dose often 45.5 µM), without a hit: top-dose activity change, negative = inhibition, hits mostly inhibitors; 0.21% of 410,000 active; AID 624170; note: potency is the fitted concentration of half-maximal effect; % is set by controls: 0 for no effect and ±100 for the full control effect
#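 hKGA; 45 mM KH2PO4 pH 8.2 + 0.02% Tween-20; cpd via pin tool; 1 mM Gln soln; GluOx/HRP/Amplex Red; RT 30 min; fluor. t0 & final.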
# Numbers without * were called inactive; ? = inconclusive; . = not tested or not shown; [ ] = remark or other dose. Unless noted, calls come from the whole dose curve; as a rule, active = well fitted curve in the direction sought with a large enough effect; inconclusive = small, poorly fitted or top-dose-only effect, or another doubt; inactive = no such curve, though single readings can be large; an effect the other way counts as inactive or inconclusive.
G9a inh | PI4K2A inh | RGS4 inh | BAZ2B inh | ERG-DNA inh | JMJD2A Tudor | 12-LOX inh | HP1b chromo inh | GLS inh | SMILES
10µM* | -10.3 | -40.2% | ? | -3.7% | ? | ? | ? | -14.6% | COc1ccc(C(=S)N2CCN(c3cccc(Cl)c3)CC2)c(OC)c1
16.1%[0.501 µM] | 5.5 | 2.2% | 9.9% | 12.1% | -16.4% | -26.1% | 0.6% | 11.9% | Cc1c(C(=O)OCC(=O)Nc2ccc(N3CCOCC3)cc2)oc2ccccc12
-2.4%[12.7 µM] | -5.0 | 32.9% | 41.1%[activator] | -2.1% | 19.6% | -21.6% | 63.7%[activator] | 1.0% | Cc1ccc(-c2nc(-c3cccnc3)no2)c(C)c1
7.3%[59 µM] | 0.1 | -5.6% | -2.6% | -2.9% | -4.5% | 0.0% | 33.2% | -6.0% | COc1cccc(-n2nc3c(-n4ncc(C#N)c4N)nnc(C)c3c2C)c1
9.2% | -5.5 | -18.3% | -0.8% | -8.4% | 1.5% | -9.3% | 24.2% | 3.4% | COCC(=O)N1CCC(Oc2ccc(C(=O)NC(C)c3nccs3)cc2)CC1 (stereo not drawn)
-4.7%[59 µM] | -0.5 | -12.2% | -3.4% | -7.0% | 10.4% | 0.0% | 34.9% | 3.5% | Cn1c(SCc2nc(-c3ccccc3)no2)nnc1-c1cccs1
-6.9%[12.7 µM] | 3.2 | 12.4% | -1.2% | -4.0% | -20.7% | -3.1% | 31.4%[activator] | -3.1% | COc1ccc(CC(=O)O)cc1O
7.08µM* | 2.9 | -8.6% | ? | 1.7% | 0.794µM* | -37.1% | ? | 7.9% | Cc1ccc(C)c(OCCCNC2CCCC2)c1C
. | -0.6 | 15.9% | ? | 5.3% | ? | ? | 8.9% | 0.9% | COc1cccc2sc3ccc(NCCC4CCCN4C)cc3c(=O)c12 (stereo not drawn)
33.8%[activator] | 0.6 | 8.9% | . | -8.5% | 15.4% | 0.4% | 44.9%[activator] | 0.3% | CC1CCCN(C(=O)COc2ccc(-c3ccccc3)cc2)C1 (stereo not drawn)
-42.7% | -3.6 | -25.4% | -16.9% | 14.0% | -9.0% | -22.5% | 8.6% | -13.5% | O=C(NCCCc1ccccc1)c1ccc(-n2cncn2)c([N+](=O)[O-])c1
-7.4%[59 µM] | 0.3 | 7.7% | -3.8% | -5.0% | -12.0% | 0.7% | 0.6% | 6.4% | COc1cc(NC(=O)CN(C)S(=O)(=O)c2ccc3nc(C)sc3c2)cc(OC)c1
16.8%[12.7 µM] | 3.5 | -19.1% | -13.4% | 4.5% | -26.1% | -15.3% | 2.2% | -8.1% | COc1cccc(CN2CCN(Cc3nc(-c4cccc(F)c4F)oc3C)CC2=O)c1
? | -2.6 | 15.7% | -6.7% | -2.1% | -15.2% | ? | 25.5% | 10.3% | COC(=O)c1ccc([C@H]2C=C(C(=O)O)O[C@@H](OCc3ccc(CO)cc3)C2)cc1
. | -4.8 | 33.7% | . | 6.9% | 4.0% | -0.3% | 44.4%[activator] | 2.2% | CCCCCCCCC1CC(C(=O)Nc2ccccc2)C(=O)O1 (stereo not drawn)
-16.8% | 4.4 | 13.9% | 0.0% | -7.2% | -12.4% | -7.3% | 22.9% | 18.6% | O=C(c1ccncc1)N1N=C(C2CC2)CC1(O)C(F)(F)F (stereo not drawn)
28.6%[0.501 µM] | 8.6 | -2.0%[56.9 µM] | 0.3% | -1.6% | -15.2% | -1.9% | 57.2%[activator] | -9.1% | O=C1CCC[C@@H]2[C@H]3CCC[N+]4([O-])CCC[C@@H](CN12)[C@@H]34 (stereo partly drawn)
-0.1%[12.7 µM] | 9.6 | -32.3% | -2.1% | 1.7% | -29.4% | -25.1% | 4.8% | 7.6% | CC(=O)c1cccc(NC(=O)Nc2ccc3c(c2)N(C)C(=O)CS3)c1
16.0% | -2.9 | 22.5% | -27.1% | 2.8% | -14.5% | 69.2%[activator] | 10.2% | -1.4% | Cc1nc2ccccn2c1C(=O)/C=C/c1ccc(F)cc1
? | 1.0 | -12.1% | -18.2% | -16.5% | -0.7% | 22.3% | 33.7% | -9.2% | O=C(Nc1cccc(C(=O)O)c1)/C(=C\C=C\c1ccccc1)NC(=O)c1ccccc1
-22.0%[59 µM] | 3.0 | -23.0% | -35.7% | 2.3% | -17.4% | -28.8% | -10.1% | 4.0% | CC(/C=C1\SC(=O)N(CC(=O)Nc2cccc(O)c2)C1=O)=C\c1ccccc1
28.6%[12.7 µM] | 7.4 | 15.9% | 10.6% | 6.9% | 2.5% | 25.9% | 29.0% | -0.6% | C=CC(=C)CC(NC)c1ccccc1 (stereo not drawn)
. | -3.3 | -9.9% | . | -13.2% | -6.9% | 13.7% | 19.2% | 7.3% | CC(C)Sc1ncnc2[nH]ncc12
-1.0%[59 µM] | 10.2 | 17.4% | -3.8% | 2.3% | -7.6% | 7.0% | 12.9% | 4.2% | CCOC(=O)c1ccc(NC(=O)N2CCN(S(C)(=O)=O)CC2)cc1
16.0% | 0.2 | 5.7% | -6.0% | -4.7% | -11.3% | -13.8% | 29.5% | -3.8% | Cc1cccc(C)c1NC(=O)C(C)Sc1nnc(C)n1CC1CCCO1 (stereo not drawn)
22.2%[59 µM] | -5.1 | 7.9% | -7.2% | -8.2% | -8.7% | -12.8% | 13.8% | 3.1% | O=C(COC(=O)c1cc([N+](=O)[O-])ccc1NCc1ccccc1Cl)NCC(F)(F)F
? | -0.7 | 4.0% | -34.7% | 5.7% | -10.2% | -13.4% | 19.3% | 4.9% | O=C(O)c1nn(-c2ccccc2C(F)(F)F)cc1O
-16.9%[12.7 µM] | 4.4 | ? | -4.8% | 4.2% | -7.9% | 0.0% | 28.4% | -0.9% | COc1ccc(C(=O)NCc2ccccc2)cc1S(=O)(=O)N1CCCc2ccccc21
-17.5%[59 µM] | -6.2 | 8.6% | ? | -9.4% | ? | ? | 31.6% | -2.5% | CC(C)c1ccc(-c2nn[nH]n2)cc1
17.2% | 1.4 | -21.8% | -18.3% | -7.5% | -6.0% | 41.0% | 22.1% | -5.2% | Cc1ccccc1CCN(CC(=O)NC1CCCCC1)C(=O)c1csnn1
-34.0%[59 µM] | 2.5 | 35.2% | 3.1% | 13.4% | 13.7% | -16.0% | 12.2% | . | C=C(C)CSc1nc2ncc(Cl)cc2[nH]1
36.7%[activator][59 µM] | -2.2 | 7.3% | -3.2% | -18.4% | -8.9%[57.1 µM] | -10.8% | 26.7% | 2.0% | CC(SCc1ccccc1)C(=O)N/N=C/c1cccs1 (stereo not drawn)
9.8%[0.501 µM] | -3.4 | -42.9% | ? | -4.6% | -34.2% | ? | -10.5% | -2.7% | O=C(NCC(c1ccco1)N1CCc2ccccc2C1)c1cccc([N+](=O)[O-])c1 (stereo not drawn)
7.3%[59 µM] | -2.7 | -20.3% | -0.7% | -0.7% | 5.5% | -1.0% | 32.5% | 4.8% | COc1ccc(CNC(=O)c2cccc(N3CCCS3(=O)=O)c2)cc1OC
8.2% | 4.9 | 14.5% | -5.4% | -8.6% | -15.9% | -11.1% | 7.6% | 3.4% | COc1ccccc1C(C)NS(=O)(=O)c1ccc(Cl)nc1 (stereo not drawn)
-40.7% | -5.3 | 4.6% | 7.5% | -23.8% | -13.9% | 0.0% | 15.7% | 2.3% | Cc1cccc(NC(=O)C2CC(=O)N(c3ccccc3)C2)c1C (stereo not drawn)
? | -6.5 | 1.1% | -9.4% | 13.6% | -6.6% | -25.8% | 6.6% | 9.4% | N#CC(C#SN)=C1CCCCC1
-15.0%[59 µM] | 4.9 | 6.9% | ? | 10.0% | -24.1% | ? | 1.7% | 6.7% | Nc1ccc(-c2nc3ccc([N+](=O)[O-])cc3[nH]2)cc1
? | -6.8 | -18.0% | -3.8% | 2.1% | -21.1% | -5.0% | 45.7%[activator] | 0.0% | COCCNC(=O)c1ccc(CS(=O)(=O)c2c(Cl)cccc2Cl)o1
? | 0.3 | 7.9% | -9.9% | 5.5% | -28.8% | -21.0% | 1.2%[57 µM] | 13.6% | O=S(=O)(Nc1cccc(-c2ccc(N3CCCCCC3)nn2)c1)c1ccccc1
-43.3%[59 µM] | -9.3 | 7.6% | -12.0% | -0.9% | -31.8% | ? | 4.1% | -15.3% | CCOCCCn1c(=N)c(C(=O)NCc2ccco2)cc2c(=O)n3ccccc3nc21
0.6%[59 µM] | 4.2 | -8.6% | 2.0% | 3.4% | -0.3% | ? | 13.1% | 12.4% | S=C(Nc1ccccc1)Nc1ccc(Cl)cc1Cl
5.0% | 1.3 | -8.7% | 0.6% | 11.1% | -15.0% | 4.6% | 13.4% | 11.4% | Cc1nn(CCCC(=O)NCc2ccc(Cl)cc2)c(C)c1[N+](=O)[O-]
37.0% | -1.3 | 5.1% | -6.8% | -1.7% | -14.0% | 0.0% | 31.6% | -9.5% | CC(C)Cc1n[nH]c(=O)c2c1nnn2Cc1ccccc1F
5.2%[59 µM] | -3.6 | -4.1% | 4.4% | -2.4% | -5.6% | 282.9%[activator] | 2.9% | 1.5% | COCCCNC(=O)c1ccccc1-c1cc(C)no1
3.7% | 2.5 | 9.8% | -4.8% | -6.6% | -1.1% | -2.3% | 24.3% | 5.2% | COc1ccc(OC)c(C(=O)c2ccccn2)c1
? | 6.0 | 29.6% | 1.0% | 1.7% | -23.5% | 190.5%[activator] | 19.4% | -14.3% | COc1ccccc1N(Cc1ccccc1)S(=O)(=O)c1cccc(C(=O)NCC2CCCO2)c1 (stereo not drawn)

# Screens from PubChem BioAssay.

# An excerpt; count on the stated rates, not on these rows.
